# Measles CPE: protection of cells from measles virus. Measles virus-infected cells, CPE protection, absorbance. protection (pct of control), % at 4 µM. 1.5% of 140,000 active. AID 841; in the data active means protection mostly above about 24%, no sharp cut-off; inactive means mostly below about 26%; further: some compounds called inactive have numbers as strong as hits
# E-sel TNF inh: TNF alpha driven E-selectin expression inhibition; 0.71% of 120,000 active; AID 1246; inhibition, % at 2 µM; HUVEC TNFa-induced E-selectin immunofluorescence, high content;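 active means inhibition above the batch mean plus 3 SD, and confirmed as a hit on visual image review, cut at about 43% in these data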;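 further: 0% = TNF-stimulated DMSO wells and 100% = unstimulated control wells; not every result past the cut was called active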
# MRP-1 activ: activators of MRP-1; H69AR cells + doxorubicin, viability rescue, CellTiter-Glo; viability increase, % at 10 µM; 0.61% of 140,000 active;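 active means viability gain under doxorubicin at or above a set limit, the compound median plus 3 SD, cut at about 4.7% in these data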;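 further: MRP-1 overexpressing cells given doxorubicin 25 µM after compound pretreatment; 18-22 h compound pretreatment then 72 h with doxorubicin before readout; 0% = doxorubicin-only wells and 100% = vehicle-treated cells without doxorubicin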
# Yeast growth inh: chemicals that inhibit yeast BB579 growth in restrictive medium (lifespan-shortening candidates); S. cerevisiae BB579 growth, OD615, 48 h; inhibition, % at 10 µM; 0.51% of 140,000 active; AID 804;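 active means inhibition above a set limit, 3 SD over the mean compound inhibition, cut at about 44% in these data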; further: inactives centre near -24
#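 Test system: Saccharomyces cerevisiae DeaD strain BB579, replicative lifespan model yeast | Buffer or medium: Restrictive CSMM-D medium | Doses: One dose, 10 µM compound with 0.25% DMSO | Incubation: 48 h exposure, 30 °C | Detection: Culture absorbance at 615 nm | Control set: Amphotericin B at 10 µg/mL as positive control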
# HCT116 bCat-KO: beta-catenin-lacking colon tumor cell growth suppression; HCT116 beta-catenin knockout viability, CellTiter-Glo, 60 h; stronger effect = lower value; viability, % at 10 µM; 1.5% of 140,000 active; AID 818;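 active means viability at or under a set limit, the compound median less 4 SD, cut at about 6% in these data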;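 further: 0% = Hyamine 1622 control at 20 µM and 100% = untreated cell control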
# Yeast lifespan up: yeast lifespan extension. S. cerevisiae growth with nicotinamide, OD615; deaD strain in restrictive glucose medium. inhibition of the nicotinamide effect, % at 10 µM. 0.68% of 130,000 active. AID 775;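 active means inhibition above a set limit, placed 3 SD over the median of all compounds, cut at about 26% in these data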;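 further: 0% = nicotinamide-treated wells and 100% = cells grown without nicotinamide; some compounds called inactive have numbers as strong as hits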
#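 System: Modified budding yeast, DeaD strain | Buffer or medium: Restrictive glucose medium | Also added: 1.5 mM nicotinamide | Doses: 10 µM single point, 0.25% DMSO | Schedule: 48 h compound exposure at 30 °C, humidified | Detection: Absorbance at 615 nm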
# GALR2 blocker: antagonists of human galanin receptor 2 (GALR2). O43603. GALR2-expressing cells, antagonist mode. inhibition, % at 4 µM. 0.39% of 140,000 active. AID 828; in the data active means inhibition above about 27%;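 further: cells stimulated with galanin 1-16 at roughly its EC80; 0% = agonist challenge control and 100% = basal control without agonist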
# Target sequence (O43603 whole entry, looked up): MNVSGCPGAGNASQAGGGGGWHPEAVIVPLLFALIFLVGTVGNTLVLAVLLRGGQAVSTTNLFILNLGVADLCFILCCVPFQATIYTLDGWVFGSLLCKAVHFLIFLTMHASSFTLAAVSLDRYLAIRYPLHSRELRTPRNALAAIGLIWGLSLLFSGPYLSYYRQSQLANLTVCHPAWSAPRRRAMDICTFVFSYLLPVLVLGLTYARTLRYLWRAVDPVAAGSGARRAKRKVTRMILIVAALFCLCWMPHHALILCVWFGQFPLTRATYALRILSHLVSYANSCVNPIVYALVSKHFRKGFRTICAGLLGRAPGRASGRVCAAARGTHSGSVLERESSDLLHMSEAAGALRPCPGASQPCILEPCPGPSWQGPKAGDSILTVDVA
# Phagocytosis inh: blocks phagocytosis by macrophages; AID 1029; J774A.1 macrophage IgG-bead phagocytosis, imaging; inhibition, % at 5 µM; 0.07% of 110,000 active;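 active means inhibition above the mean of the plate negative controls plus 5 SD, cut at about 13% in these data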;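 further: phagocytic index as fraction of beads internalized from green versus red external bead signal; plate controls were DMSO negative control for no effect and cytochalasin-D positive control for full effect; some results beyond the cut were filed as inactive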
# NPY Y2 blocker: blocks the human neuropeptide Y Y2 receptor; P49146; NPY-Y2 expressing cells, antagonist mode; inhibition, % at 2.7 µM; 0.99% of 140,000 active; in the data active means inhibition above about 17%;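 further: 0% = vehicle with agonist challenge and 100% = reference antagonist with challenge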
# Target sequence (P49146 whole entry, looked up): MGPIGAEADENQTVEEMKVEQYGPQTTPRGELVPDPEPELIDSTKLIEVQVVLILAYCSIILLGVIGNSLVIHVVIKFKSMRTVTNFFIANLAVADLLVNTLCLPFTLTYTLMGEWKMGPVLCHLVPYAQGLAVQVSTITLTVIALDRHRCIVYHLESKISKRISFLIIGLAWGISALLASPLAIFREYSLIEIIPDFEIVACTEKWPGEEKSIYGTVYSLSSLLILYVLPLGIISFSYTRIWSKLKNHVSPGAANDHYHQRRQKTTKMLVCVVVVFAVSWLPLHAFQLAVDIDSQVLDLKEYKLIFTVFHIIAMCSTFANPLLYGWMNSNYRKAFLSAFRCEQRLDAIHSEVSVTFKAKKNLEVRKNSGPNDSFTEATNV
# PTEN del growth: PTEN-deleted cell growth suppression. HCT116 PTEN-null viability, CellTiter-Glo, 60 h; stronger effect = lower value. viability, % at 10 µM. 1.2% of 140,000 active. AID 827;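 active means viability at or below a set limit, 4 SD under the median of all tested compounds, cut at about 3.7% in these data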;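 further: PTEN knockout HCT116 line with beta catenin targeted HCT116 as companion control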
# The depositor's hits bear a star; / = not tested or not shown.
SMILES,Measles CPE,E-sel TNF inh,MRP-1 activ,Yeast growth inh,HCT116 bCat-KO,Yeast lifespan up,GALR2 blocker,Phagocytosis inh,NPY Y2 blocker,PTEN del growth
Cc1c(Cl)cccc1NC(CC(=O)c1ccccc1)C(=O)OCC(=O)c1cccs1 (stereo unspecified),18,/,2.9,6,84,-3,-3,-4,-3,77
COc1cccc(OC)c1C(=O)Nn1c(-c2cccs2)nc2ccccc2c1=O,4,-4,-0.3,3,88,-5,5,8,4,92
COc1ccc(C(c2nnnn2C2CCCC2)N2CCN(C3CCCC3)CC2)cc1OC (stereo unspecified),13,/,-0.5,-21,83,-2,-12,0,11,91
COc1ccc2nc(NC3=NCCC3)sc2c1,4,/,0.1,-30,79,4,-2,/,0,88
Cc1ccc(NC(=O)CSc2nc3c(c(=O)[nH]2)CCC3)cc1C,6,-5,-3.1,-43,81,-8,-16,-1,5,80
CCCn1c(SCC(=O)Nc2cccc(C)n2)nnc1-c1ccco1,4,-5,-3.4,0,96,-4,-6,2,2,104
N/C(Cc1ccc(Cl)cc1)=N\OC(=O)c1ccccc1,6,-5,-3.3,96*,76,-13,-2,-2,2,90
Cc1cccc2sc(NC(=O)C3CCN(S(=O)(=O)c4cc([N+](=O)[O-])ccc4Cl)CC3)nc12,16,/,-5.5,-12,8,-3,27*,-15,-1,13
CCCN(Cc1cc2ccc(C)cc2[nH]c1=O)C(=O)c1ccccn1,11,-4,-1.0,-19,80,-12,12,0,0,73
CC(=O)Oc1ccc2oc(C)c(C(=O)N3CCOCC3)c2c1,39*,2,-0.5,-21,95,4,3,-1,3,108
Nc1nonc1-c1noc(-c2ccccc2Br)n1,20,-4,0.9,-37,87,-13,-3,-1,7,100
CCCCN(C)CCC(=O)Nc1ccc(OC)cc1OC,9,16,-1.5,-46,91,-7,7,/,1,85
Cc1ccc(CNc2nc(C)nc3sc4c(c23)CCC4)cc1,4,-18,-2.4,9,47,-24,3,0,20*,61
O=C(CN1CCN(c2ccccc2F)CC1)Nc1ccccc1F,7,/,-2.7,-35,93,-9,0,5,9,96
Cc1[nH]c2ccc3ncccc3c2c1C,19,4,1.0,2,94,-8,2,-1,-3,102
[N-]=[N+]=CC(=O)CCCN1C(=O)c2ccccc2C1=O,4,11,-0.6,-46,100,-5,-15,1,-1,110
CCCCNC(=O)CCn1c(=O)c2ccccc2n(Cc2ccc(Cl)cc2)c1=O,6,/,-4.8,-5,23,-2,13,-10,0,11
Cc1ccccc1NS(=O)(=O)c1ccc(OCC(=O)N2CCCCC2)cc1,3,-8,-1.3,-11,93,-1,-3,-3,2,101
O=C(c1ccccc1)c1nc[nH]c1C(=O)Nc1ccccn1,3,12,-1.1,-37,110,5,-1,-2,0,127
COc1ccc(NC(=O)CSc2nnc(Cc3cccs3)n2-c2ccc(C)cc2)cc1,8,50,4.2,-95,84,4,2,0,2,86
CCOC(=O)CC1=Nc2ccccc2NC(=O)C1,5,/,-1.9,-38,93,-11,3,-3,1,89
CC(=O)Oc1ccc2cc(-c3nc4ccccc4n3C)c(=O)oc2c1,18,/,0.2,-32,109,0,37*,0,2,111
COc1cccc(C(=O)NCc2ccc(-c3nc4ccccc4s3)cc2)c1,11,13,-0.9,-29,85,-9,18,-1,6,75
Oc1ccccc1C(=S)N1CCCCCC1,6,-14,-0.7,-66,99,-12,9,5,-1,98
CC(C)Cc1nc(N2CCOCC2)c(C#N)c2c1COC(C)(C)C2,-1,-5,-1.9,-9,67,-17,1,-1,2,61

# Some of these compounds in order of molar mass, ascending.
SMILES,Measles CPE,E-sel TNF inh,MRP-1 activ,Yeast growth inh,HCT116 bCat-KO,Yeast lifespan up,GALR2 blocker,Phagocytosis inh,NPY Y2 blocker,PTEN del growth
Oc1ccccc1C(=S)N1CCCCCC1,6,-14,-0.7,-66,99,-12,9,5,-1,98
COc1ccc2nc(NC3=NCCC3)sc2c1,4,/,0.1,-30,79,4,-2,/,0,88
Nc1nonc1-c1noc(-c2ccccc2Br)n1,20,-4,0.9,-37,87,-13,-3,-1,7,100
CCCN(Cc1cc2ccc(C)cc2[nH]c1=O)C(=O)c1ccccn1,11,-4,-1.0,-19,80,-12,12,0,0,73
COc1ccc(NC(=O)CSc2nnc(Cc3cccs3)n2-c2ccc(C)cc2)cc1,8,50,4.2,-95,84,4,2,0,2,86

# Looked up one by one from above (2):
SMILES,Measles CPE,E-sel TNF inh,MRP-1 activ,Yeast growth inh,HCT116 bCat-KO,Yeast lifespan up,GALR2 blocker,Phagocytosis inh,NPY Y2 blocker,PTEN del growth
CCCCN(C)CCC(=O)Nc1ccc(OC)cc1OC,9,16,-1.5,-46,91,-7,7,/,1,85
CCCN(Cc1cc2ccc(C)cc2[nH]c1=O)C(=O)c1ccccn1,11,-4,-1.0,-19,80,-12,12,0,0,73

# (continued)
SMILES,Measles CPE,E-sel TNF inh,MRP-1 activ,Yeast growth inh,HCT116 bCat-KO,Yeast lifespan up,GALR2 blocker,Phagocytosis inh,NPY Y2 blocker,PTEN del growth
CCOC(=O)C(NC(=O)c1ccccc1)(Nc1nnc(C)s1)C(F)(F)F (stereo unspecified),5,-13,-0.3,-21,97,/,2,/,-1,105
Cc1nc2ccccc2n1CC(=O)N/N=C\c1ccccn1,1,-30,-2.0,2,95,-7,-11,-2,1,91
O=C(Nc1ccccc1-c1nnn(CC(=O)N2CCN(c3ccccc3)CC2)n1)c1cccs1,2,/,-2.9,-20,74,-1,-3,-1,0,69
COc1ccc(/C=N\NC(=O)c2cc(O)c(O)c(O)c2)cc1CN1CCN(c2ccc(F)cc2)CC1,21,/,12*,-38,81,-3,10,-7,4,78
COC(=O)c1ccc(NC(=O)CSc2nc(C)cc(=O)[nH]2)cc1,1,0,-0.6,-34,92,-7,3,-1,0,94
O=C(O)CN1C(=O)C2C3C=CC(C3)C2C1=O (stereo unspecified),30,-2,-0.2,-27,102,-4,2,-1,2,102
O=C(CSc1n[nH]c(-c2cccs2)n1)NCc1ccc2c(c1)OCO2,12*,7,-1.2,-13,102,-15,1,0,13,103
O=C(CNCC1CCCO1)N1CCCc2ccccc21 (stereo unspecified),6,/,-0.9,-31,79,-4,-8,0,0,96
CCCN1C(=O)C(O)(C2CC(=O)CC(C)(C)O2)c2ccccc21 (stereo unspecified),15,-19,-1.5,-51,11,-17,-2,4,0,12
CCOC(=O)c1cccc(NC(=O)CSc2nc3cccnc3n2C)c1,25,53,0.1,-2,59,-20,-13,/,7,65
COc1ccc(CNC(=O)C2CC(c3cccc(OC)c3)=NO2)cc1 (stereo unspecified),6,/,-3.4,-20,93,-21,4,3,12,89
COC(=O)C(=O)Nc1nnc(COc2ccccc2)s1,12,18,-1.0,-38,84,6,3,/,2,85
COCC(C)NCc1cccc(C)c1 (stereo unspecified),8,7,-0.6,-40,101,-5,14,-3,2,107
O=C(CN1CCSCC1)N/N=C/c1ccccc1F,6,/,0.6,-5,95,-4,-6,-1,-1,95
O=C(CSc1nnc(-c2ccccc2F)o1)OCc1ccccc1,8,-26,-2.6,-20,98,-30,-2,-1,3,96
CN(c1ccc(OCC(=O)NC2CCCC2)cc1)S(=O)(=O)c1cccs1,17,-32,-0.5,-52,83,-2,-5,/,4,88
Cc1ccc(Nc2cccccc2=O)cc1,1,9,-0.1,5,96,-5,1,0,-1,87
O=C(Nc1cccc2cccc(NC(=O)c3ccco3)c12)c1ccco1,22,-19,-1.1,-15,99,-13,1,-3,5,92
COc1ccc(S(=O)(=O)N2CCC(C(=O)N3CCCCCC3)CC2)cc1,8,0,-0.9,-33,93,-10,1,7,-2,102
Cc1ccc2[nH]c3c(c2c1)CN(C(=O)CN1CCSCC1)CC3,3,-11,-1.4,-6,88,-10,-11,-1,0,89
CC(CC(=O)Nc1cc([N+](=O)[O-])ccc1Cl)c1ccccc1 (stereo unspecified),34,-5,-1.3,-3,79,-25,15,0,4,83
COc1cc(OC)cc(C(=O)NC(=S)NCc2ccco2)c1,4,-21,-5.0,-52,102,-7,-7,3,2,92
O=C(NCc1ccc2c(c1)OCO2)C1COc2ccccc2O1 (stereo unspecified),4,-31,-2.8,-32,96,/,-8,/,5,95
Cc1cc(C)c2[nH]c(=O)c(CN(Cc3ccc4c(c3)OCO4)Cc3nnnn3C3CCCC3)cc2c1,6,2,-5.4,-39,49,-4,-9,0,7,36
Cn1ccc(C(=O)N2CCCc3ccccc32)n1,8,12,-2.2,-3,96,-4,6,-2,9,90

# Continuation:
SMILES,Measles CPE,E-sel TNF inh,MRP-1 activ,Yeast growth inh,HCT116 bCat-KO,Yeast lifespan up,GALR2 blocker,Phagocytosis inh,NPY Y2 blocker,PTEN del growth
C=CCOC(=O)C1=C(C)NC(SCC(=O)Nc2ccc(C)c(Cl)c2)=C(C#N)C1c1ccco1 (stereo unspecified),3,/,-5.8,-12,4.2*,-17,0,0,1,15
N#Cc1c2n(c3c(=O)n(Cc4ccc(Cl)cc4)cnc13)CCCC2,4,/,1.0,-14,96,-21,-15,0,3,87
CCOc1ccc(/C=C/C(=O)Nc2ccc(OC)cc2[N+](=O)[O-])cc1,5,-59,-3.1,-7,93,-29,7,-1,2,91
O=C(COc1cccc(-n2cnnn2)c1)N1CCOCC1,29,/,-2.6,-37,106,-19,4,0,4,97
COc1cc(NC(=O)CS(=O)(=O)c2ccccc2)cc(OC)c1OC,32,-2,-2.0,-36,75,5,4,-1,1,79
O=C(Cn1c(=O)oc2ccccc21)NCc1ccco1,20,/,0.1,-13,91,1,-1,1,-1,101
O=C(NCCOC(=O)C1COc2ccccc2O1)C1COc2ccccc2O1 (stereo unspecified),22,-7,0.1,-11,94,-10,6,/,0,92
O=C1c2ccccc2CN1CCSC(=S)N1CCOCC1,9,9,-1.1,-33,86,-2,-9,-8,2,97
CCOC(=O)N1CCC(NC(=O)CSCc2nc(-c3sccc3C)oc2C)CC1,12,11,-2.2,-26,69,1,3,/,2,73
COC(=O)CC1COc2ccccc2N1C(=O)c1cccc(Cl)c1 (stereo unspecified),26*,9,-3.1,-19,98,-2,-11,/,2,90

# Assay outcomes (PubChem)
